SRC1 TRFRET art: TR-FRET artefact, counter-screen to PPARgamma/SRC-1 agonist assay; TR-FRET detection artefact counter-screen, emission ratio; stronger effect = higher value; TR-FRET ratio at 8 µM; hit rate 0.34% among 99,000; AID 1051; in the data active = TR-FRET ratio above about 2300; note: inactives centre near 1800; reference of the scale not given here
SRC3 TRFRET art: flags TR-FRET format artefacts in PPARgamma SRC-3 recruitment agonist screen | TR-FRET artefact counter-screen, PPARgamma/SRC-3 format; stronger effect = higher value | TR-FRET ratio at 8 µM | hit rate 0.39% among 99,000 | AID 1048; in the data active = TR-FRET ratio above about 2000; note: inactives centre near 1600; reference of the scale not given here
* hit, by the source's call. The list is partial; rates above refer to the full screens.

SMILES | SRC1 TRFRET art | SRC3 TRFRET art
Cc1cc(C)c2cc(CN(CCN(C)C)C(=O)Nc3ccccc3Cl)c(=O)[nH]c2c1 | 1942 | 1684
O=C(CN1CCSCC1)N/N=C/c1ccc(Cl)cc1 | 2045 | 1492
O=[N+]([O-])c1cccc(-c2nnc(CNC3CC3)o2)c1 | 1683 | 1562
C=CCN(CC=C)Cc1nc(N)nc(Nc2ccccc2C)n1 | 1623 | 1585
O=C(CCC1CCCN(C(=O)c2ccsc2)C1)NCc1ccc(F)c(F)c1 (centres undefined) | 1868 | 1824
CCCN1C(=O)/C(=c2\s/c(=C3\C=Cc4ccccc4N3CC)c(=O)n2-c2ccccc2)SC1=S | 1880 | 1714
CCOC(=O)C1(CCOC)CCN(Cc2nc(C(C)C)cs2)CC1 | 1664 | 1444
O=C(Oc1cccc([N+](=O)[O-])c1)N1CCCCC1 | 1557 | 1549
COc1ccccc1/C=C(/CC(=O)NCc1ccccc1)c1nc2ccccc2s1 | 1516 | 1625
CCN(CC)S(=O)(=O)c1ccc2nc(NC(=O)c3ccco3)sc2c1 | 1868 | 1518
CCCNCc1cc(OCC)c(OCC(=O)Nc2ccccc2)cc1Br | 1894 | 1668
COc1ccccc1N(CC(=O)N/N=C/c1c(O)ccc2ccccc12)S(C)(=O)=O | 1815 | 1386
CCOc1ccc(C(=O)NCc2ccccn2)cc1 | 1620 | 1626
CCc1nn2cc(C(=O)c3cc(Cl)ccc3O)cnc2c1-c1ccc(F)cc1 | 1588 | 1547
COCCN1C(=O)N[C@@H](c2ccc(Br)cc2)C(C(=O)OC)=C1C | 1783 | 1458
O=C(CN1CCCCCCC1)N/N=C/c1ccc(F)cc1F | 1881 | 1493
O=C(Nc1ccc(S(=O)(=O)N2CCCCC2)cc1)C1CCCN(C(=O)c2ccc(Cl)cc2)C1 (centres undefined) | 1837 | 1638
C=CCn1c(C)cc(C(=O)Cn2c(C(C)O)nc3ccccc32)c1C (centres undefined) | 1717 | 1502
O=C(O)c1ccc(/C=N/Nc2nnnn2-c2ccccc2)cc1 | 1905 | 1765
Cc1ccc(-n2nc3ccc(NC(=O)C(C)C)cc3n2)cc1 | 1466 | 1510

Molecules listed so far with a nitro group on carbon (2):
SMILES | SRC1 TRFRET art | SRC3 TRFRET art
O=[N+]([O-])c1cccc(-c2nnc(CNC3CC3)o2)c1 | 1683 | 1562
O=C(Oc1cccc([N+](=O)[O-])c1)N1CCCCC1 | 1557 | 1549

The main list resumes, repeating the two entries before the break.
SMILES | SRC1 TRFRET art | SRC3 TRFRET art
O=C(O)c1ccc(/C=N/Nc2nnnn2-c2ccccc2)cc1 | 1905 | 1765
Cc1ccc(-n2nc3ccc(NC(=O)C(C)C)cc3n2)cc1 | 1466 | 1510
COC(=O)c1cc(NC(=S)Nc2cc(Cl)cc(Cl)c2)cc(C(=O)OC)c1 | 1869 | 1632
c1ccc2sc(Cc3nnc4n3CCCCC4)nc2c1 | 1955 | 1392
O=C(CCN1CCCCCC1)Nc1ccc2c(c1)OCCO2 | 1630 | 1575
C=CCn1c(SCC(=O)NC(=O)c2cccc([N+](=O)[O-])c2)nnc1-c1ccccc1F | 1998 | 1681
C=CC[n+]1c(/C=C2\C=Cc3cc(C)ccc3N2CC)ccc2ccccc21 | 1981 | 1773
O=C(Oc1coc(CSc2nnc(NC(=O)C3CC3)s2)cc1=O)c1ccccc1 | 1908 | 1590
Cc1ccc(-c2nnc(SCC(=O)N/N=C/c3c(C)nn(-c4ccccc4)c3C)n2-c2ccccc2)cc1 | 1896 | 1624
COc1cc(/C=C(\C#N)C(=O)c2c(C)[nH]c3ccccc23)cc(OC)c1OC | 1873 | 1807
O=C(/C=C/c1ccc2c(c1)OCCCO2)c1ccccc1O | 1673 | 1720
Cc1ccc(S(=O)(=O)N2CCCOC2CNC(=O)C(=O)NCCCn2ccnc2)cc1 (centres undefined) | 1834 | 1533
O=C1c2cccc3c([N+](=O)[O-])c(O)cc(c23)C(=O)N1Nc1ccccc1 | 2010 | 1748
Cc1cc(NC(=O)CCCn2nc(C)c([N+](=O)[O-])c2C)no1 | 1639 | 1617
O=c1c2ccccc2c(C=Nc2cccc(S(=O)(=O)NCc3ccco3)c2)c(O)n1-c1ccc(Cl)cn1 | 2265 | 1713
Cc1cc(C)cc(-n2c(C)nc3cc(C(=O)O)ccc32)c1 | 1730 | 1700
O=C1Nc2ccccc2S/C1=C\C(=O)N1CCCC1 | 1774 | 1525
CC(C)(C)NC(=O)CSc1n[nH]c(=O)n1-c1ccccc1 | 2145 | 1626
COc1ccccc1CNC(=O)C(NS(=O)(=O)c1ccc2c(c1)OCCO2)C(C)C (centres undefined) | 1939 | 1702
COc1ccc2c(c1)sc1nc(-c3ccccc3)cn12 | 1683 | 1529
N#C/C(=N\Nc1cccc([N+](=O)[O-])c1)C(=O)c1ccc(Br)cc1 | 1513 | 1614
C/C(CC(=O)N(C(C)C)C(C)C)=N\NC(=O)c1ccccc1Br | 1764 | 1457
COc1ccc(CS(=O)(=O)CC2(O)CCN(C(=O)c3cccc(C(F)(F)F)c3)CC2)cc1 | 1706 | 1485
O=S(=O)(c1ccc(-c2csc(Nc3ccc(F)cc3)n2)cc1)N1CCCC1 | 1706 | 1705
COc1cc2cc(Oc3ccc4ccc(=O)oc4c3)c(=O)oc2cc1O | 1648 | 1244
Cc1ccccc1Nc1nnc(SCC(=O)c2cc3ccccc3o2)s1 | 1960 | 1301
COc1cccc(NC(=O)Nc2cc(NC(=O)Nc3cccc(OC)c3)c(C)nc2C)c1 | 1701 | 1864
CCCn1c(SCC(=O)N2CCCC(C)C2)nnc1-c1ccccn1 (centres undefined) | 1837 | 1560
Fc1ccccc1NC(=S)Nc1ccc(CN2CCOCC2)cc1 | 1831 | 1486
Cc1ccc(C)c(NC(=O)c2ccccc2NC(=O)C2CCCO2)c1 (centres undefined) | 2058 | 1709
CCC(=O)N1c2ccccc2-c2nnc(SC)nc2OC1c1ccc(N(C)C)cc1 (centres undefined) | 1715 | 1531
N#CC1=C(N)OC2=C(CC/C2=C\c2ccccc2Cl)C1c1ccccc1Cl (centres undefined) | 1861 | 1670
C=CCNC(=O)c1ccc([N+](=O)[O-])c(Cl)c1 | 1663 | 1368
CC(C)C(=O)N1CCN(c2ccc(NC(=O)c3cccs3)cc2Cl)CC1 | 1882 | 1413
Cc1ccc(CNCC(O)(c2ccccc2)c2ccc(Cl)cc2)cc1 (centres undefined) | 1719 | 1622
CCSC1=N/C(=C/c2ccsc2)C(=O)N1c1ccccc1 | 2018 | 1600
CC(C)CN1CCN(CC#Cc2ccccc2)CC1CCO (centres undefined) | 1669 | 1652
COc1cc(-c2[nH]ncc2CN(C)Cc2cc(C)[nH]n2)cc(OC)c1OC | 1737 | 1674
c1cnc2ncc3sccc3c2c1 | 1583 | 1486
COc1ccc(OC)c(-c2csc(NC(=O)C3c4ccccc4Oc4ccccc43)n2)c1 | 1986 | 1819
CCCCn1c(SCC(=O)c2ccc3c(c2)NC(=O)CO3)nc2cc(S(N)(=O)=O)ccc21 | 1725 | 1603
COc1ccc(NC(=S)N2CCN(Cc3ccccc3)CC2)c(OC)c1 | 1747 | 1538
O=[N+]([O-])c1ccc(COc2cccc(CNc3ccc(F)cc3)c2)cc1 | 1914 | 1639
CC(=O)N(C)C(c1ccc(N(C)C)cc1)c1nnnn1-c1c(C)cccc1C (centres undefined) | 1581 | 1375
CC(C)c1ccc(CNc2nc3nc4c(c(=O)n3[nH]2)CCC4)cc1 | 1753 | 1583
CCN1CCN(S(=O)(=O)c2cccc(S(=O)(=O)N3CCOCC3)c2)CC1 | 1408 | 1546
CC(=O)Nc1cccc(NC(=O)Nc2cccc(F)c2)c1 | 1583 | 1561
Cc1cccc(Oc2c([N+](=O)[O-])c(=O)n(C)c3ccccc23)c1 | 1769 | 1491
O=C(CCn1cnc2ccccc2c1=O)Nc1nc(-c2ccc(Br)cc2)cs1 | 1532 | 1376
CCCn1c(=NC(=O)c2c(-c3c(F)cccc3Cl)noc2C)c(C(=O)OCC)cc2c(=O)n3ccccc3nc21 | 1914 | 1639
CCOc1cc(NC(=S)NCC2CCCO2)c(OCC)cc1NC(=O)CC (centres undefined) | 2069 | 1615
C[N+]1(CC(O)COCC2COc3ccccc3O2)CCOCC1 (centres undefined) | 1937 | 1478
Cc1nn(Cc2ccc(F)cc2)c(C)c1NC(=O)c1noc2c1CCCCC2 | 1951 | 1638
Cc1nnc(SCC(=O)c2ccc(Cl)cc2)n(N)c1=O | 1817 | 1588
CC1CC(C)CN(CC(O)COCCOc2ccc(Br)cc2)C1 (centres undefined) | 1797 | 1535
CC(=O)Nc1cccc(C(=O)Nc2cccnc2)c1 | 1891 | 1623
Cc1cc(C)c(C)c(S(=O)(=O)Nc2ccccc2C(=O)NCCCn2ccnc2)c1C | 1843 | 1376
N/C(=N\OC(=O)c1cccs1)c1cccc(Br)c1 | 1952 | 1467
CC(=O)c1ccc(N2CCN(C(=O)Cc3cccs3)CC2)cc1 | 1750 | 1764
CCOc1cc(CNCCCN2CCOCC2)ccc1OCC(=O)NC(C)(C)C | 1932 | 1769
CCc1c(O)nc(SCc2nc3ccccc3c(=O)[nH]2)[nH]c1=O | 1782 | 1467
CC(=S)c1c(C)cc2cc(C)ccn12 | 1890 | 1634
Further records follow.
SMILES | SRC1 TRFRET art | SRC3 TRFRET art
COc1cccc(C(=O)NCCOc2cc(C)cc(C)c2)c1 | 1683 | 1587
O=S(=O)([N-]c1nc2ccccc2nc1-[n+]1ccccc1)c1ccccc1 | 1764 | 1549
O=C(CSc1ccc(-c2ccco2)nn1)N1CCCC1 | 1702 | 1441
Cn1cccc1Cc1nnc(SCC(=O)Nc2cccc(Cl)c2)n1-c1ccc(F)cc1 | 1631 | 1687
Cn1c2ccccc2c(=O)c2c(=O)n(C3CCCCC3)c(-c3ccco3)nc21 | 1485 | 1517
O=C1Nc2ccccc2Oc2cc([N+](=O)[O-])ccc21 | 1832 | 1585
COc1cccc(CNC(=O)CCl)c1 | 1773 | 1516
Oc1cccc(C2c3[nH]c4ccccc4c3CCN2Cc2cnn(-c3ccccc3)c2)c1 (centres undefined) | 1739 | 1632
Cc1ccc(S(=O)(=O)NC(=O)c2ccc(-c3ccc(-c4ccccc4)cc3)o2)c(C)c1 | 1626 | 1687
CCN1CCc2c(OCC(=O)N3CCCCC3)cccc2C1=O | 1704 | 1570
Cc1ccc(-c2nc(N)sc2CC(=O)OCC(=O)N2C(C)CCCC2C)cc1 (centres undefined) | 1777 | 1600
Cc1cc(C)cc(Cn2ncc(Cl)c(Cl)c2=O)c1 | 1794 | 1592
CCOC(=O)c1cc2occc2n1CC(=O)Nc1ccc(OC)cc1OC | 1590 | 1602
COc1ccc(C(=O)NCc2cc(C)nc3ccccc23)cc1 | 1726 | 1585
COc1ccc(NCc2nn(CC(=O)c3ccc(Br)cc3)c3[n+]2CCCCC3)cc1 | 1795 | 1493
O=C(COC(=O)c1ccc(F)cc1F)Nc1ccc2[nH]c(=O)[nH]c2c1 | 1810 | 1631
CCOC(=O)NC(=O)COC(=O)CCCc1nc2ccccc2s1 | 2044 | 1672
CCC(=O)Nc1cc(C)c(OC)c(C)c1 | 1657 | 1761
CN(C)C(=O)c1ccc(-c2nnc(NCc3ccccc3)c3ccccc23)cc1 | 1632 | 1624
CCCc1ccc(C(=O)NNC(=O)c2ccc(Br)cc2)cc1 | 1860 | 1644
Nc1ccc(S(=O)(=O)O)cn1 | 2017 | 1470
Cc1ccc(SCCC(=O)OCn2nnc3ccccc3c2=O)cc1 | 1615 | 1541
Cn1c(N)c(N2CCN(c3ccccc3)CC2)c(=O)[nH]c1=O | 1737 | 1532
Cc1c(C(=O)OCc2nc3scc(-c4ccccc4)c3c(=O)[nH]2)cccc1[N+](=O)[O-] | 1814 | 1537
O=C(CCSCc1ccccc1Cl)NC1CCCC1 | 1579 | 1412
CCOC(=O)c1c(C)n(-c2ccccc2)c2ccc(O)cc12 | 1827 | 1782
CC1CC(C)CN(CC(=O)N2CCOCC2)C1 (centres undefined) | 1530 | 1660
Cc1cc(/C=C(\C#N)C(=O)NCc2ccco2)c(C)n1-c1ccc(C(=O)O)cc1 | 2007 | 1635
COc1ccc(N(C)S(=O)(=O)c2ccc(Cl)c(C(=O)NCCc3ccc(Cl)cc3)c2)cc1 | 1672 | 1606
N#CCCn1cc(C(=O)Nc2ccc(C(=O)O)cc2)c(-c2ccc([N+](=O)[O-])cc2)n1 | 1871 | 1785
COc1ccc(CCn2cc(C#N)c(=O)[nH]c2=O)cc1OC | 2031 | 1879
Cc1ccc2c(Cl)cc(Cl)c(OCC(=O)Nc3cc(S(=O)(=O)N(C)C)ccc3C)c2n1 | 1849 | 1716
COc1ccc(NC(=S)N(CCCN2CCOCC2)Cc2ccco2)cc1 | 1884 | 1796
COc1ccc(OC)c(CN2CCN(S(=O)(=O)c3ccc(NC(C)=O)cc3)CC2)c1 | 1725 | 1443
O=C1N/C(=N\N=C\c2cccs2)SC1Cc1cccc(Cl)c1Cl (centres undefined) | 1595 | 1502

2 records picked at random from those above, as already listed:
SMILES | SRC1 TRFRET art | SRC3 TRFRET art
Cc1ccc(SCCC(=O)OCn2nnc3ccccc3c2=O)cc1 | 1615 | 1541
CCOC(=O)c1c(C)n(-c2ccccc2)c2ccc(O)cc12 | 1827 | 1782

Single entries from the results shown:
Under SRC1 TRFRET art, CCC(=O)N1c2ccccc2-c2nnc(SC)nc2OC1c1ccc(N(C)C)cc1 (centres undefined) has the entry 1715
Under SRC1 TRFRET art, O=C(Nc1ccc(S(=O)(=O)N2CCCCC2)cc1)C1CCCN(C(=O)c2ccc(Cl)cc2)C1 (centres undefined) has the entry 1837
Under SRC1 TRFRET art, Cc1ccc(C)c(NC(=O)c2ccccc2NC(=O)C2CCCO2)c1 (centres undefined) has the entry 2058
Under SRC1 TRFRET art, N#CCCn1cc(C(=O)Nc2ccc(C(=O)O)cc2)c(-c2ccc([N+](=O)[O-])cc2)n1 has the entry 1871

Compound activity (PubChem BioAssay)
